# Screening results from PubChem BioAssay.
# LDHA block: blocks human lactate dehydrogenase A | P00338 | purified LDHA, NADH/diaphorase-resazurin fluorescence; hits give low values | activity change, % (values are at about 110 or 230 µM) | 0.15% of 480,000 active; in the data active = activity change below about -30%; inconclusive = mostly about -25% to -30%;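 also: plate controls were DMSO wells for no effect and wells without enzyme for full effect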
#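 Remaining NADH was detected by diaphorase (0.133 mg/mL) converting 37 µM resazurin to fluorescent resorufin, read at 0 and 20 minutes. The preceding 5-minute room-temperature reaction used 2 nM LDHA, 0.2 mM sodium pyruvate and 0.06 mM NADH at pH 7.4.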
# ERG-DNA inh: inhibitors of human ERG Ets domain-DNA interaction | fluorescence polarization, His-ERG Ets domain / labelled DNA | Potency, µM (doses to about 76.9 µM), for inactives: top-dose FP activity, negative = inhibition, most hits filed as inhibitors | 0.028% of 370,000 active; active = well fitted inhibition curve with a large enough effect in the polarisation, with a control signal flat; inconclusive = small, poorly fitted or top-dose-only effect, or effect the other way, or a change in a side signal; inactive = no such curve, though single readings can be large or run the other way; the % refers to the polarisation;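 also: polarization taken with two DNA probes labelled with fluorescein and Texas red; potency is read from the fitted curve at half-maximal effect; % of control where 0% means no effect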
#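 His-tagged ERG Ets domain (1 uM in the protein solution; 300mM KCl, 50mM Tris-HCl, 1mM EDTA, 1mM DTT, pH 7.5) received compound, then a probe mix of 5 nM fluorescein-DNA and 100nM Texas-615-DNA. Fluorescence polarization was read for both dyes.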
# RGS4 inhibitor: human RGS4 inhibition; 0.039% of 390,000 active; Transcreener GDP fluorescence polarization, RGS4-accelerated GTP hydrolysis; AID 504845; P49798; Potency, µM (series often up to 114 µM), for inactives: at the highest dose activity change, negative = inhibition, usual class: inhibitors; also: potency is read from the fitted curve at half-maximal effect; % is scaled to controls: 0 for no effect and ±100 for the full control effect; nearly all actives have a fitted effect of over 75% in size; some results filed as inactive show a strong effect at the top dose
# Target sequence (P49798 whole entry, looked up): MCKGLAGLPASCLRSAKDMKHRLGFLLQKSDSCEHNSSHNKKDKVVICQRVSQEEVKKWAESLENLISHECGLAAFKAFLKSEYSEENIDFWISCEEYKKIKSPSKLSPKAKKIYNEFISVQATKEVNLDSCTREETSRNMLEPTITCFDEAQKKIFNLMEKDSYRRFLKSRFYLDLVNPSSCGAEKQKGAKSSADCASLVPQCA
#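 MLSMR compounds (23 nl, pin-transferred) preincubated 10 min at room temperature with a 500nM (2x) first reagent, then RGS4 at 900nM (2x) plus Transcreener GDP mix added; fluorescence polarization (620/688 nm) read before and after 90 min at 30 °C.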
# GRP78 ERSR act: induces the endoplasmic reticulum stress response in human glioma cells | U87-MG GRP78 promoter luciferase reporter, 16 h | Potency, µM, without a hit: at the highest dose activation, actives largely listed as activators | 0.02% of 420,000 active | AID 602332; also: potency is read from the fitted curve at half-maximal effect; series mostly up to about 76 µM; % of control where 0% means no effect; nearly all actives have a fitted effect of over 35% in size
#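 ERSR induction read as luciferase luminescence (Bright-Glo, 10 min at room temperature) in stably transfected human U87-MG glioma cells exposed to compounds for 16 h, using GRP78 as sensor.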
# Vif-APOBEC3G blk: Vif-A3G binding inhibition | Q9HC16 | 0.076% of 410,000 active | HeLa A3G-eYFP + Vif (tagged APOBEC3G with the HIV-1 protein that degrades it), YFP fluorescence, overnight | Potency, µM (titrated, usually from 46.1 µM), without a hit: at the top dose activity, negative = active, hits mostly inhibitors;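 also: potency is read from the fitted curve at half-maximal effect; % is scaled to controls: 0 for no effect and ±100 for the full control effect; nearly all actives have a fitted effect of over 60% in size; hits raise eYFP signal because A3G escapes Vif-driven loss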
# Target sequence (Q9HC16 whole entry, looked up): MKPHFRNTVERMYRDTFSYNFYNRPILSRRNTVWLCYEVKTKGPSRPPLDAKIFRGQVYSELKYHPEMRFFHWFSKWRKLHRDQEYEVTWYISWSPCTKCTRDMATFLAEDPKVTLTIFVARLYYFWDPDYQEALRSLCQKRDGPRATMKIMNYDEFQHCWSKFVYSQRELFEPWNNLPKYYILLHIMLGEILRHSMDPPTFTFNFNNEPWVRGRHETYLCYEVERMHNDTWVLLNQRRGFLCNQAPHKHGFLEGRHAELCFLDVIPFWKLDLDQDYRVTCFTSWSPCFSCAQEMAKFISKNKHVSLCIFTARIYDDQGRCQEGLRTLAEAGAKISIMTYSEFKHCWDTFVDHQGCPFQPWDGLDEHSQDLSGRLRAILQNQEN
#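 Read-out is eYFP fluorescence (Ex 488/Em 500-530) from Vif-expressing HeLa A3G-eYFP cells; more signal means A3G escaped Vif-mediated degradation. Cells plated overnight, compound pinned in, incubated overnight at 37 deg C.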
# Vif-A3F inh: blocks the Vif interaction with APOBEC3F; HeLa A3F-eYFP + Vif (tagged APOBEC3F with the HIV-1 protein that degrades it), YFP fluorescence increase; Potency, µM (doses to about 46.1 µM), without a hit: at the top dose activity, negative = active; 0.2% of 390,000 active; also: potency is read from the fitted curve at half-maximal effect; % of control where 0% means no effect; nearly all actives have a fitted effect of over 65% in size
#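 Fluorescence increase (Ex 488/Em 500-530) after overnight compound treatment at 37 deg C flags inhibition of Vif-driven A3F-eYFP loss in stable HeLa A3F-eYFP/Vif cells seeded overnight beforehand.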
# 12-LOX inh: ALOX12 (human) lipoxygenase inhibition | AID 1671190 | Potency, µM (doses to about 108 µM), inactives show at the top dose activity change, negative = inhibition, actives largely listed as inhibitors | purified 12hLO, xylenol orange hydroperoxide absorbance | P18054 | 1.1% of 580,000 active; also: potency is read from the fitted curve at half-maximal effect; % is scaled to controls: 0 for no effect and ±100 for the full control effect
#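 Purified human 12hLO at 150 nM in 25 mM Hepes, 0.01% Triton X-100, pH 7.0, preincubated 15 min at room temperature with compound. Reaction started with 40 uM arachidonic acid, 30 min at room temperature. Hydroperoxide measured by Fe-xylenol orange, 573/405 nm absorbance ratio.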
# D2 antagonist: antagonizes the human D2 dopamine receptor. P14416. HEK293 TREx D2 cells, calcium flux, dopamine EC80. inhibition, % at 10 µM. 2% of 340,000 active; in the data active = inhibition above about 30%; also: 0% is about no effect
# Target sequence (P14416 whole entry, looked up): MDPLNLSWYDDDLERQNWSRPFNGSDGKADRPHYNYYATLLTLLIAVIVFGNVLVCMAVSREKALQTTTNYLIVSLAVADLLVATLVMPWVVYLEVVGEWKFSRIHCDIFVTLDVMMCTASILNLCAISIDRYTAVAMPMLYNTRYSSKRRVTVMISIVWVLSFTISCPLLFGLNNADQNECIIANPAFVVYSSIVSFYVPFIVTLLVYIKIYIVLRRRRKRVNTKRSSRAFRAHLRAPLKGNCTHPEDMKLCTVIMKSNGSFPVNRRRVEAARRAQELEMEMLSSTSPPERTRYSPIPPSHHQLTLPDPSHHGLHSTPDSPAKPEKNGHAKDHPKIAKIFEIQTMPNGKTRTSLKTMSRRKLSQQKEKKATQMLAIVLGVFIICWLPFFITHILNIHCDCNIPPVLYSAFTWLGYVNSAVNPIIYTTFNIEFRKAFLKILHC
#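 Overnight-induced (tetracycline, 30 C) HEK293 T-REx cells carrying force-coupled D2 receive a no-wash calcium dye, then compound, then EC80 dopamine at 180 s; signals are read kinetically throughout.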
# D2 agonist: D2 dopamine receptor (human) agonism; P14416; HEK293 T-REx D2 cells, calcium flux agonist mode; activation, % at 2 µM; 0.53% of 340,000 active; AID 485358;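 active = activation over 3 SD above normal in the single-dose calcium agonist read, cut at about 30% in these data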; also: 0% is about no effect
#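 Tetracycline-induced HEK293 T-REx cells with force-coupled D2 receptor, plated overnight at 30 C, loaded with no-wash calcium dye. After a 10 s baseline, compound was pin-added and calcium flux read kinetically for 180 s; calcium rises flagged agonists.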
# Active calls of the source: *; ? = inconclusive; / = no result given; [ ] = remark or other dose. Unless noted, calls follow the shape of the dose curve; as a rule, active = well fitted curve in the direction sought with a large enough effect; inconclusive = small, poorly fitted or top-dose-only effect, or another doubt; inactive = no such curve, though single readings can be large; an effect the other way counts as inactive or inconclusive. Not all compounds are listed (hit frequency here may not be typical).
# The line under a structure holds: Vif-APOBEC3G blk, 12-LOX inh, ERG-DNA inh, D2 agonist, D2 antagonist, LDHA block, Vif-A3F inh, RGS4 inhibitor, GRP78 ERSR act
> Cc1nc2ccccc2n1CC(=O)NCc1ccccc1
→ 0.3%, 3.4%, 4.0%, 0.5, 7.2, -1.9, 1.0%, 14.0%, -4.4%
> O=C(Cc1csc(-c2ccccc2)n1)NCC(=O)Nc1ccc(F)c(F)c1F
→ 1.1%, -7.7%, -5.7%, /, /, -6.8, 7.1%, 14.4%, -3.2%
> CCCNC(=O)CSc1nccn1Cc1ccc(OC)cc1
→ 3.0%, 8.2%, 6.1%, -2.9, -1.9, -3.4, -0.7%, 27.1%, -3.3%
> COc1cc(C(=O)Nc2ccc(S(=O)(=O)N3CCCCC3C)cc2)cc(OC)c1OC (stereo not drawn)
→ -4.3%, -3.2%, 2.8%, -0.8, -10.2, -2.2, -5.8%, 6.7%, ?
> COCCC1CCCCN1C(=O)c1cccc(OC2CCN(C3CCCC3)CC2)c1 (stereo not drawn)
→ 2.7%, -1.3%, -7.7%, -0.8, -19.2, -0.6, -16.4%, -37.4%, 2.4%
> CC(C)Cn1cnc2c1c(=O)n(CC(=O)N(C)C)c(=O)n2Cc1ccccc1
→ 1.4%, -1.4%, 2.0%, 0.2, 17.8, -5.8, 10.6%, 27.6%, -0.2%
> COc1cccc(NC(=O)C2CC(=O)N(C)C(=Nc3cccc(F)c3)S2)c1 (stereo not drawn)
→ -0.1%, 6.0%[57.4 µM], /, 1.3, 3.3, -6.3, -1.3%, 28.5%, -2.4%
> CCNC(=O)CC1C(=O)N(c2ccccc2)C(=O)N1Cc1ccc(F)cc1 (stereo not drawn)
→ -0.3%, -7.2%, -6.5%, -0.3, /, -2.6, -8.3%, -4.7%, -2.4%
> C/C(=N\Nc1ccc(C(F)(F)F)cn1)c1ccc(S(=O)(=O)NCc2ccco2)cc1
→ 0.6%, -22.0%, -3.8%, 1.4, -3.3, -3.9, -1.5%, 6.1%, -0.8%
> Cc1nc(NC(=O)C2CCCCC2C(=O)O)sc1C (stereo not drawn)
→ 3.6%, -1.1%, -8.8%, 0.3, -5.5, -4.3, 0.1%, -8.9%, -1.0%
> COc1ccc(CCC(=O)Nc2ccc(S(=O)(=O)NC3=NCCCCC3)cc2)cc1
→ -0.7%, -7.6%, /, /, /, -0.9, -15.1%, /, -4.9%
> O=C(O)c1cccc(C(=O)c2cccc3ccccc23)c1
→ -3.0%, 0.0%, 3.7%, /, /, 2.0, 3.6%, -10.9%, -1.1%
> Cc1ccc(OCCNC(=O)C(C)SCC(=O)Nc2ccc(F)cc2)cc1 (stereo not drawn)
→ -4.7%, 0.7%, -0.6%, /, /, -0.9, -4.4%, 13.6%, -0.9%
> CC(=O)COc1c(-c2ccco2)oc2ccccc2c1=O
→ -2.4%, 0.0%, -4.4%, 0.3, 6.1, -1.3, -31.1%, 2.9%, -2.4%
> Cc1ccc2c(c1)c1c(n2CC(O)CNC2CCCCC2)CCCC1 (stereo not drawn)
→ -16.6%, 28.2µM*, -1.4%, 1.0, -6.6, 6.3, 0.5%, -20.9%, -4.4%
> COc1ccccc1CNC(=O)CN1C(=O)NC2(CCCC2)C1=O
→ 0.9%, 2.3%, 2.9%, 1.1, 9.6, 0.7, 1.5%, -23.0%, -2.6%
> CC(C)CNS(=O)(=O)c1cc2c3c(c1)CCC(=O)N3CCC2
→ 2.4%, 0.4%, -1.9%, 0.7, 10.3, 0.2, 13.7%, 12.1%, -3.1%
> Cc1ccc(CSc2nnc(-c3ccccn3)n2C)cc1
→ -0.1%, -0.4%, 7.5%, -0.1, -15.8, -0.2, -2.4%, 17.8%, 4.9%
> COc1ccc(S(=O)(=O)N2CCOCC2)cc1NC(=O)c1sccc1C
→ 8.8%, 101.1%[activator], 4.1%, -0.9, 11.9, 0.0, -11.3%, -4.6%, 1.5%
> O=C1C=C(c2cc3ccccc3s2)C[C@@H](c2ccc(Cl)cc2)C1
→ -0.6%, -0.2%, -2.9%, /, /, 1.5, -6.2%, 8.0%, -2.9%
> Cc1ccc(S(=O)(=O)NC(=O)NCc2ccccn2)cc1
→ -3.6%, 8.4%[57.4 µM], /, -0.3, -0.7, 1.6, -6.8%, 10.9%, -0.4%
> Cc1ccc(N2C(=O)c3ccccc3NC2c2ccccc2O)cc1 (stereo not drawn)
→ -4.1%, -0.7%, 5.6%, -1.8, 5.2, -0.3, -7.2%, -2.2%, -5.3%
> CCCCCCNC(=O)N[C@@H](C(=O)NCCC[C@H]1CN2C(=NC[C@@H]2Cc2ccccc2)N1CCc1cccc(OC)c1)C(C)C
→ 1.2%, /, -6.7%, 0.4, 9.2, -3.3, -6.1%, ?, 1.2%
> COC(=O)[C@@H]1C[C@@]2(Br)c3ccccc3N(S(=O)(=O)c3ccccc3)[C@H]2N1C(=O)OC
→ -1.0%, 6.9%, -3.8%, /, /, 0.4, -3.5%, -27.4%, -0.7%
> O=C(c1cc2sccc2n1Cc1ccc(F)cc1)N1CCCc2ccccc21
→ -2.6%, 0.0%, 8.1%, 1.6, -3.6, 0.7, -1.2%, ?, -5.5%
> O=C(O)CN1C(=O)C2C3CC(C2C1=O)C1C(c2ccc(Cl)cc2)c2sc(=O)[nH]c2SC31 (stereo not drawn)
→ 0.0%, -21.2%, 4.0%, 1.7, -1.1, -14.9, 0.1%, ?, -3.6%
> CC1CCN(c2cc(N)c(Cl)cc2[N+](=O)[O-])CC1
→ 1.5%, ?, 3.9%, -0.2, -14.4, -0.3, -2.7%, -18.1%, 4.7%
> CN(Cc1cn(C)nc1-c1ccccc1F)CC1CCCCO1 (stereo not drawn)
→ 2.3%, 0.0%, -0.9%, 0.1, -10.7, -2.0, 9.3%, -13.6%, 0.3%
> Cc1ccc(NC(=O)C(c2ccccc2)N(C)C)cc1Cl (stereo not drawn)
→ -5.4%, /, 2.1%, -0.8, 12.8, 2.4, -16.0%, -4.0%, 4.4%
> Cc1c(Br)c([N+](=O)[O-])nn1CCCC(=O)Nc1c(C)n(C)n(-c2ccccc2)c1=O
→ -0.2%, -0.1%, 1.3%, -0.1, -9.1, 0.2, 2.4%, -7.0%, -0.6%

# Next results follow:
# The line under a structure holds: Vif-APOBEC3G blk, 12-LOX inh, ERG-DNA inh, D2 agonist, D2 antagonist, LDHA block, Vif-A3F inh, RGS4 inhibitor, GRP78 ERSR act
> COc1ccc(Cl)cc1NC(=S)NNC(=O)CC(C)C
→ 3.1%, -10.7%, 6.1%, 0.1, -8.4, -6.9, 3.0%, -40.7%, -5.0%
> COc1ccc(N2CCN(C(c3ccccc3)c3sc4nc(C)nn4c3O)CC2)cc1 (stereo not drawn)
→ 4.7%, -3.6%, 0.8%, -1.1, -13.8, -10.1, -0.2%, -8.2%, -2.3%
> COc1cc(/C=N/N2CCN(Cc3ccc(Cl)cc3)CC2)ccc1OC(C)=O
→ 1.8%, 8.7%, 2.6%, -0.4, -11.9, -16.3, 8.9%, -12.2%, -2.4%
> Cc1ccc(C(=O)CNc2ccc(C)c(Cl)c2)cc1
→ -1.3%, ?, 3.6%, /, /, 3.0, -5.9%, 0.2%, 3.3%
> O=C(Cn1cnc2c(OCc3ccccc3)ncnc21)NCC1CCCO1 (stereo not drawn)
→ -8.5%, -7.2%, -4.3%, /, /, -8.4, 4.8%, 27.7%, -2.2%
> COc1ccccc1NC(=O)C1=C(C)Nc2nc(SCc3ccccc3)nn2C1c1cccs1 (stereo not drawn)
→ -8.3%, 7.0%, -0.3%, -1.1, /, -23.9, 5.1%, 12.6%, -1.2%
> Brc1cccc(-c2nnn3c2nc(N2CCCCC2)c2ccccc23)c1
→ 7.2%, -2.4%, 0.4%, -0.9, /, 2.2, 0.3%, 6.1%, 0.0%
> CCCCn1c(SCC(=O)Nc2cc(C)on2)nnc1-c1ccco1
→ 1.3%, 0.0%, 4.2%, -1.2, -6.0, -10.3, -6.6%, -8.9%, -5.6%
> CN=C(Nc1cc(C)nn1-c1ccccc1)c1ccccc1
→ 0.7%, -9.0%, /, -0.1, -6.4, -15.8, -2.6%, 1.3%, -2.9%
> CCCCn1c(SCC(=O)N(CC)C2CCS(=O)(=O)C2)nnc1C(CC)N(C)C (stereo not drawn)
→ -3.2%, 0.0%, -2.4%, 0.5, 1.3, -4.2, -11.1%, -8.2%, -3.0%
> Cc1[nH][nH]c(=O)c1C(c1c(C)[nH][nH]c1=O)c1cn(Cc2ccc(F)cc2)c2ccccc12
→ ?, /, -8.8%, 0.1, -8.9, 17.7, ?, -38.8%, -1.3%
> CCCCCCCCNC(=O)/C(C#N)=C/c1ccc(SC)cc1
→ -1.2%, 0.9%, -2.2%, -2.3, -10.0, -3.4, -8.5%, -31.7%, -3.9%
> COc1ccccc1NC(=O)Nc1c(C)n(C)n(-c2ccccc2)c1=O
→ 0.9%, -3.6%, 0.4%, 0.1, 9.1, -3.7, -13.3%, 1.3%, -5.1%
> CCCn1c(=O)c2sccc2n2c(CCCC(=O)NCc3ccccc3)nnc12
→ 0.9%, -28.1%, -0.5%, /, /, -2.3, 4.0%, 19.5%, -1.6%
> Nc1cccc(Nc2ncnc3ccccc23)c1
→ 0.0%, 0.0%, 5.3%, 2.1, -1.3, -1.5, -6.1%, 4.7%, 0.0%
> CSc1nc(-c2ccccc2Cl)nc2c1Cc1c(CO)cnc(C)c1O2
→ -3.3%, ?, 1.2%, 0.6, /, -6.7, 5.8%, 13.1%, -2.7%
